Cneo AK release: Cryptococcus neoformans lysis via adenylate kinase release | C. neoformans lysis, adenylate kinase release luminescence, 4 h; normalised: neutral wells 0, clomiphene wells 100 | lysis activity, % at 15 µM | hit rate 0.2% among 360,000;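 active = mean lysis activity across replicates of at least 80%, whatever share of replicates individually reach that level; inactive = mean lysis activity below 80%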
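Material: C. neoformans cells | Amount: Yeast cell density of 5 × 10^6 cells/mL | Medium: Fresh YPD growth medium | Dosing: Single dose | Times: Static 4 h at 37 °C with compound, 1 h detection | Detection: AK luminescence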
PGC1a acetyl inh: lowers PGC1a acetylation signal in U2OS cells; AlphaScreen anti-acetyl-lysine; with virally co-expressed GCN5 acetyltransferase; inhibition, % at 15.6 µM; hit rate 0.17% among 350,000;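 active = every replicate shows inhibition of at least 40%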;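 also: 0% = neutral control wells and 100% = positive control wells; some results beyond the cut were filed as inactive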
ARNT TACC3 PPI: disruptors of human ARNT/TACC3 interaction; Q9Y6A5; AlphaScreen His-ARNT PAS-B/GST-TACC3 binding, luminescence; TACC3 fragment carries E629A point mutation; inhibition, % at 9.99 µM; hit rate 0.66% among 390,000; AID 623870;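 active = mean inhibition of replicates at least 50% and at least half of replicates each reaching 50%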;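 also: 0% = complete ARNT plus TACC3 wells and 100% = ARNT alone without TACC3; many hits fall short of the cut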
PAX8 reporter: lowers PAX8-driven luciferase in RMG-I cells. RMG-I TPO-luciferase reporter, SteadyGlo, 24 h. inhibition, % at 12.6 µM. hit rate 1.2% among 360,000;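 active = mean replicate inhibition at least 60% with every replicate also reaching 60%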;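 also: luciferase light reporting Pax8 driven TPO promoter activity; plate controls were median of neutral control wells for no effect and mitoxantrone controls for full effect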
* = called active by the depositor; / = not tested or not shown.

SMILES	Cneo AK release	PGC1a acetyl inh	ARNT TACC3 PPI	PAX8 reporter
Cc1cccc(C)c1NC(=O)CS(=O)CC(=O)NC1CCN(Cc2ccccc2)CC1 (configuration not stated)	/	/	-3	4
O=C(Nc1ccc2c(c1)OCCO2)c1c(F)c(F)c(F)c(F)c1F	/	/	3	-45
COc1cccc(NC(=S)NCCCN2CCOCC2)c1	/	/	-1	-9
Cc1c(Cl)cccc1NC(=O)COC(=O)c1c2c(nc3ccccc13)CCN(Cc1ccccc1)C2	/	/	-11	22
CCNc1ccc(C(=O)OCC(=O)c2cc(C)n(Cc3ccc4c(c3)OCO4)c2C)cc1[N+](=O)[O-]	/	/	1	13
CCc1c(C(=O)NNC(=S)NCC2CCCO2)csc1C (configuration not stated)	/	/	-22	9
Cc1cc(-c2ccccc2)nc(=O)[nH]1	/	/	0	3
CNC(=O)NC(=O)C(C)OC(=O)c1cc2c(s1)CCCCC2 (configuration not stated)	/	/	-17	22
O=C(CN1C(=O)NC2(CCc3ccccc32)C1=O)c1ccc2c(c1)OCCO2 (configuration not stated)	/	/	-1	-16
CC12CCC(C(=O)N3CCCc4ccccc43)(OC1=O)C2(C)C (configuration not stated)	/	/	2	1
CCCC(=O)NC(=S)Nc1ccccc1N1CCOCC1	/	/	-44	-4
COc1ccc(/C=N/n2c(-c3n[nH]c4c3CCC4)n[nH]c2=S)cc1	/	/	9	4
O=C(CSc1nnnn1-c1ccccc1)Nc1ncc(Cc2cccc(Cl)c2Cl)s1	/	/	-3	-3
COC(=O)CSc1nc(N2CCOCC2)c2c(c1C#N)CCCC2	/	/	10	14
C=CCn1c(SCCOc2ccccc2)nnc1C(C)NC(=O)c1ccccc1 (configuration not stated)	/	/	-5	1
CC(C)(C)NS(=O)(=O)c1ccc2nc(NC(=O)c3ccc(N4C(=O)CCC4=O)cc3)sc2c1	/	/	2	9
COc1ccc(CCNC(=O)COC(=O)C23CC4CC(CC(Br)(C4)C2)C3)cc1	/	/	0	9
Cc1cc(C)cc(N(CCC(=O)Nc2nnc(C3CC3)s2)S(=O)(=O)c2ccc(Cl)cc2)c1	/	/	-11	7
N#CCN1CCN(CC(=O)c2ccc(Br)cc2)CC1	/	/	3	-158
CC1CCN(C(=S)c2ccccc2O)CC1	/	/	-4	17
CCCC1C2C(=O)N(c3ccc(OC)cc3)C(=O)C2ON1c1ccccc1 (configuration not stated)	/	/	-2	0
COc1cccc(/C=N/n2c(-c3cc(C)[nH]n3)n[nH]c2=S)c1	/	/	2	-9
C=CCSc1cc(C)nc2c(-c3ccccc3)cnn12	/	/	1	-218
CC12CCC(C(=O)N3CCCc4ccccc43)(CC1=O)C2(C)C (configuration not stated)	/	/	-4	15
Cc1ccc(-c2nc3ccccc3c(=O)n2NC(=O)COc2ccccc2)cc1	/	/	-4	15
Cc1ccc(NC(=O)COc2ccc(C3SCCS3)cc2)cc1	/	/	-14	-4
Cc1ccc(-c2cc(C(=O)NCCc3ccccn3)c3ccccc3n2)c(C)c1	/	/	-13	16
CCCC1C2C(=O)N(c3ccccc3)C(=O)C2ON1c1ccccc1 (configuration not stated)	/	/	-5	-27
COc1cc(/C=N/n2cnnc2)ccc1OC(=O)c1cccnc1	/	/	-8	5
COc1ccc(C2C(C(=O)c3cccs3)=C(O)C(=O)N2c2cccc(C)n2)cc1OC (configuration not stated)	/	/	-5	-27
O=[N+]([O-])c1ccc(CS(=O)c2ccccc2)cc1 (configuration not stated)	/	/	-2	-1
O=C1NC(=S)NC1=Cc1ccc2c(c1)CCC2	/	/	7	-38
Cc1ccc(-c2nnc(/C=C/c3ccccc3)o2)cc1	/	/	-4	-56
COc1ccc(/C=C2\SC(N3CCc4ccccc4C3)=NC2=O)cc1OC	/	/	5	-2
Nc1nc(Cl)cc(Oc2ccc(Cl)cc2)n1	/	/	-4	-26
O=C(CC1NC(=O)NC1=O)Nc1ccccc1 (configuration not stated)	/	/	7	-3
O=C(NC(=S)Nc1ccccc1O)c1cncc(Br)c1	/	/	29	-41
O=C(CSc1ccc(Cl)cc1)N1N=CCC1c1ccccc1 (configuration not stated)	/	/	15	-12
Oc1ccccc1C=NN=Cc1c(O)ccc2ccccc12	/	/	3	-16
CCOc1ccc2nc3c(cc2c1)CN(CCOC)C(=NC)S3	/	/	-10	-70
Cc1nn(-c2ccccc2)c(C)c1/C=N/n1c(-c2ccccc2Br)n[nH]c1=S	/	/	11	17
COC(=O)C1C2CCC(C2)C1C(=O)OCC(=O)c1ccccc1 (configuration not stated)	/	/	-1	-21
Oc1nc(Nc2ccc(Cl)cc2Cl)sc1/C=C1\C=Nc2ccccc21	/	/	-2	11
O=C(CN1CCCCC1)N=Nc1c(O)[nH]c2ccccc12	/	/	2	12
Cc1ccc(S(=O)(=O)CC(=O)N2CCCCCC2)cc1	/	/	0	-22
COc1ccc(CC(=O)NCC(=O)N/N=C/c2ccc(C)o2)cc1	/	/	-4	20
CCCOc1ccc(C(=O)NCC(c2ccco2)N(C)C)cc1OC (configuration not stated)	/	/	2	-3
CCC(=O)Nc1cccc(-c2nnc(SCC(=O)c3ccccc3)n2C)c1	/	/	-2	-42
O=C1CCCC2=C1C1(CCCCC1)N=C(Nc1nc3ccccc3o1)N2	/	/	-6	12
Cc1sc(N)nc1-c1cccs1	/	/	-1	1
COC(=O)[C@H](CCSC)NC(=O)Nc1cccc(Br)c1	/	/	-3	-4
C=C(C)C1CC=C(C)/C(=N\NC(=O)CCc2ccccc2)C1 (configuration not stated)	/	/	-7	17
CCCC[C@@H](O)C1=C(COc2ccccc2)C[C@H]2C(=O)N(Cc3ccccc3)C(=O)[C@H]2[C@H]1CO	-10	0	/	/
COc1cc2c(cc1OC)[C@@]13ON=C(c4ccc(OCCO)cc4)[C@@H]1CCN3CC2	-5	0	/	/
Cc1cccc2c3c([nH]c12)[C@H]1CCC(=O)N1CC3	-3	/	/	11
NC(=O)[C@H]1[C@@H]2C(=O)O[C@@H](c3ccccc3)[C@@H](c3ccccc3)N2[C@@H](c2ccc(O)cc2)[C@]12C(=O)Nc1ccc(C#CC3(O)CCCCCC3)cc12	50	/	/	2
CCO[C@H]1OC(C(=O)NCc2nc3ccccc3[nH]2)=C[C@@H](c2coc3ccccc3c2=O)[C@@H]1CCCO	-4	/	/	3
CCCC[C@@H](O)C1=C(COC)C[C@H]2C(=O)N(Cc3ccccc3)C(=O)[C@H]2[C@H]1CO	1	/	/	6
C=C[C@H](OC)[C@@H](O)c1ccc(OC)c(O)c1	2	/	/	5
CCCC#Cc1ccc(CC[C@H]2O[C@H]3CC[C@H](CO)O[C@H]3C[C@@H]2NC(=O)CN2CCOCC2)cc1	/	-10	/	1

Ordered by SMILES length (lowest first): 15 of the compounds above.
SMILES	Cneo AK release	PGC1a acetyl inh	ARNT TACC3 PPI	PAX8 reporter
Cc1sc(N)nc1-c1cccs1	/	/	-1	1
Cc1ccc(S(=O)(=O)CC(=O)N2CCCCCC2)cc1	/	/	0	-22
C=C[C@H](OC)[C@@H](O)c1ccc(OC)c(O)c1	2	/	/	5
COC(=O)[C@H](CCSC)NC(=O)Nc1cccc(Br)c1	/	/	-3	-4
Cc1cccc2c3c([nH]c12)[C@H]1CCC(=O)N1CC3	-3	/	/	11
C=C(C)C1CC=C(C)/C(=N\NC(=O)CCc2ccccc2)C1 (configuration not stated)	/	/	-7	17
COc1ccc(CC(=O)NCC(=O)N/N=C/c2ccc(C)o2)cc1	/	/	-4	20
Oc1nc(Nc2ccc(Cl)cc2Cl)sc1/C=C1\C=Nc2ccccc21	/	/	-2	11
CCC(=O)Nc1cccc(-c2nnc(SCC(=O)c3ccccc3)n2C)c1	/	/	-2	-42
Cc1nn(-c2ccccc2)c(C)c1/C=N/n1c(-c2ccccc2Br)n[nH]c1=S	/	/	11	17
COc1cc2c(cc1OC)[C@@]13ON=C(c4ccc(OCCO)cc4)[C@@H]1CCN3CC2	-5	0	/	/
CCCC[C@@H](O)C1=C(COC)C[C@H]2C(=O)N(Cc3ccccc3)C(=O)[C@H]2[C@H]1CO	1	/	/	6
CCCC#Cc1ccc(CC[C@H]2O[C@H]3CC[C@H](CO)O[C@H]3C[C@@H]2NC(=O)CN2CCOCC2)cc1	/	-10	/	1
CCO[C@H]1OC(C(=O)NCc2nc3ccccc3[nH]2)=C[C@@H](c2coc3ccccc3c2=O)[C@@H]1CCCO	-4	/	/	3
NC(=O)[C@H]1[C@@H]2C(=O)O[C@@H](c3ccccc3)[C@@H](c3ccccc3)N2[C@@H](c2ccc(O)cc2)[C@]12C(=O)Nc1ccc(C#CC3(O)CCCCCC3)cc12	50	/	/	2

More entries.
SMILES	Cneo AK release	PGC1a acetyl inh	ARNT TACC3 PPI	PAX8 reporter
OC[C@H]1CC[C@@H]2O[C@H](CCc3ccc(-c4ccc(F)cc4)cc3)[C@@H](n3cc(C4CC4)nn3)C[C@@H]2O1	/	-9	/	8
Cc1noc(C)c1NC(=O)NC[C@@H]1CC[C@@H]2[C@@H](CN2Cc2cccc(-c3ccccn3)c2)O1	/	-4	/	15
O=C(NC[C@H]1CC[C@@H]2[C@@H](CN2Cc2cccc(Cl)c2)O1)C1CC1	/	-6	/	-20
CC(C)(O)c1cn([C@H]2C[C@@H]3O[C@@H](CO)CC[C@@H]3O[C@@H]2CCc2ccc(-c3ccncc3)cc2)nn1	/	2	/	-4
CCCC#Cc1ccc(CC[C@H]2O[C@H]3CC[C@@H](CO)O[C@H]3C[C@H]2NC(=O)c2cnccn2)cc1	/	0	/	-10
CCCc1cn([C@H]2C[C@@H]3O[C@@H](CO)CC[C@@H]3O[C@@H]2CCc2ccc(-c3ccc(OC)cc3)cc2)nn1	/	-14	/	-10
CN(C)CC#Cc1cccc(-c2nc(C(=O)N3CCN(Cc4ccccc4)CC3)cc3c2[C@H](CCO)N(S(=O)C(C)(C)C)C3)c1 (some centres not stated)	/	-2	/	-19
O=C(N[C@@H]1C[C@@H]2O[C@H](CO)CC[C@@H]2O[C@@H]1CCc1ccc(C#Cc2ccccc2)cc1)c1ccccn1	/	-6	/	17
COc1cccc(CN2C[C@H]3O[C@H](CNS(=O)(=O)c4cn(C)cn4)CC[C@H]32)c1	/	9	/	-6
CCCc1cn([C@@H]2C[C@@H]3O[C@H](CO)CC[C@@H]3O[C@@H]2CCc2ccc(-c3cccc(OC)c3)cc2)nn1	/	-17	/	-1
Fc1ccc(-c2csc(-c3ccc(C4SCCS4)cc3)n2)cc1F	/	-8	/	-44
CCCc1cn([C@H]2C[C@@H]3O[C@@H](CO)CC[C@@H]3O[C@@H]2CCc2ccc(-c3cccc(OC)c3)cc2)nn1	/	-13	/	13
O=C(CC1CC1)N[C@H]1C[C@@H]2O[C@@H](CO)CC[C@@H]2O[C@@H]1CCc1ccc(C#Cc2ccccc2)cc1	/	-15	/	-60
Cc1noc(C)c1NC(=O)NC[C@H]1CC[C@H]2[C@H](CN2Cc2cccc(-c3ccccn3)c2)O1	/	-3	/	-7
CCCC#Cc1ccc(CC[C@H]2O[C@H]3CC[C@@H](CO)O[C@H]3C[C@@H]2n2cc(C(C)(C)O)nn2)cc1	/	7	/	-41
Cc1noc(C)c1NC(=O)N(C)C[C@@H]1OCCCC[C@@H](C)Oc2ccc(NC(=O)Nc3cccc4ccccc34)cc2C(=O)N([C@@H](C)CO)C[C@@H]1C	/	6	/	5
CN(C)CC(=O)N[C@H]1C[C@@H]2O[C@@H](CO)CC[C@@H]2O[C@@H]1CCc1ccc(-c2ccc(F)cc2)cc1	/	-15	/	3
O=C(N[C@H]1C[C@@H]2O[C@H](CO)CC[C@@H]2O[C@@H]1CCc1ccc(-c2ccccc2)cc1)c1cnccn1	/	6	/	-1
O=C(CC1CC1)N[C@@H]1C[C@@H]2O[C@H](CO)CC[C@@H]2O[C@@H]1CCc1ccc(C#Cc2ccccc2)cc1	/	-2	/	-44
CN1c2ccc(C3=CCCCC3)cc2[C@@H]2[C@@H](CCN2C(=O)C2CCCCC2)[C@@H]1CO	/	-15	/	33
CCCC#Cc1ccc(CC[C@H]2O[C@H]3CC[C@H](CO)O[C@H]3C[C@@H]2n2cc(C(C)(C)O)nn2)cc1	/	-1	/	-18
COCC#Cc1ccc(CC[C@H]2O[C@H]3CC[C@H](CO)O[C@H]3C[C@H]2n2cc(C3(O)CCCC3)nn2)cc1	/	5	/	13

Bioassay records (PubChem BioAssay)

Not all compounds are listed; rates above refer to the full screens.
